Compound activity from PubChem BioAssay.
core dimer inh = blocks dimerization of HCV core protein. inhibition, % at 5 µM. TR-FRET GST/Flag-core106 dimerization, 1536-well. actives 0.33% (n = 300,000). AID 1899;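 active = inhibition above the mean of all tested compounds plus 3 SD, set per screening campaign, cut at about 45% in these data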
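assay system = GST-tagged and Flag-tagged HCV core protein residues 1-106 | controls = unlabelled core106 and no-GST-core106 wells | incubation = compound-protein-antibody incubation 4 h at 22.5 °C | probe or stimulus = Eu donor and XL665 acceptor anti-tag antibodies | read-out = % inhibition based on acceptor/donor emission ratio | signal = TR-FRET 671 and 617 nm emission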
proCasp3 act = activators of human procaspase-3 | P42574 | activation, % at 8.5 µM | AID 463141 | recombinant procaspase-3 D3A, Ac-DEVD-pNA absorbance 405 nm | actives 0.11% (n = 330,000);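 active = activation above the mean of all tested compounds plus 3 SD, cut at about 21% in these data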;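 note: 0% = DMSO alone and 100% = DMSO wells spiked with extra 5 µM PC-3 D3A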
Target sequence (P42574 whole entry D9A/D28A/D175A): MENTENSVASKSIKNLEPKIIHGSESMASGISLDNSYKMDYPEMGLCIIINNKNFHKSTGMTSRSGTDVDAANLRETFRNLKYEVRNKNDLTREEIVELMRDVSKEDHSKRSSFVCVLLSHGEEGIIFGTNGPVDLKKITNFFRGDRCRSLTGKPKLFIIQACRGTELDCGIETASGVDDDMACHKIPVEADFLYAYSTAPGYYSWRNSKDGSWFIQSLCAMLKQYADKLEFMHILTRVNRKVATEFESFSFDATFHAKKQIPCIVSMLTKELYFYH
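Assay system – Procaspase-3 D3A mutant, all three cleavage aspartates alanine · Controls – DMSO-only low control, 5 µM PC-3 D3A high control · Schedule – 1 h compound preincubation, 2 h substrate hydrolysis at 25 °C · Signal – 405 nm absorbance of p-nitroaniline, reads at 0 and 120 min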
PP1 inh = PP1-alpha (human) inhibition in PP5 counter-screen. purified PP1alpha, OMFP fluorescence. inhibition, % at 6.7 µM. AID 2235. P62136. actives 0.9% (n = 320,000);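 active = inhibition above the mean inhibition of all tested compounds plus 3 SD, computed separately for each screening campaign, cut at about 15% in these data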
Target sequence (P62136 whole entry, looked up): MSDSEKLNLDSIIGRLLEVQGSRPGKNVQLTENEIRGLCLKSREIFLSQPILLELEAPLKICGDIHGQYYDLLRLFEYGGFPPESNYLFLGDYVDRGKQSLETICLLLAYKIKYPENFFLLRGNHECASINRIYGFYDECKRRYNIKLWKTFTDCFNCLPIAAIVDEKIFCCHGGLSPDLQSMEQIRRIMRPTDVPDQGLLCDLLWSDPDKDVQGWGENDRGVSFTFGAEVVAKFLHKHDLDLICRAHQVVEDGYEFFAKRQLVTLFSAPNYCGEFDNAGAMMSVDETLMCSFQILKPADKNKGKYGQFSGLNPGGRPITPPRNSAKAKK
GRK2 aptamer HTS = blocks RNA aptamer binding to human GRK2; P25098; bead flow cytometry, FAM-aptamer displacement from GRK2; inhibition of aptamer binding, % at 10 µM; actives 0.59% (n = 330,000);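 active = inhibition of aptamer binding above 40%, roughly 3 SD of noise, on plates passing a quality check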;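 note: median bead fluorescence of bound FAM aptamer so fluorescent compounds give negative values; no value below 0 was filed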
Fh CTSL1 inh = counter-screen for PFM18AAP inhibitors: inhibitors of F. hepatica cathepsin L1; actives 0.49% (n = 300,000); inhibition, % at 5.96 µM; AID 1906; recombinant F. hepatica cathepsin L1, Z-Leu-Arg-MCA fluorescence;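 active = inhibition above the mean of all tested compounds plus 3 SD, set per screening campaign, cut at about 17% in these data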;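 note: 0% = plate median of test compound wells and 100% = 1 µM Z-Phe-Ala-diazomethylketone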
VLA-4 inh = inhibition in a human VLA-4 binding assay | P13612 | VLA-4 expressing cells, ligand binding flow cytometry | inhibition, % (about 7 µM as worked out from the volumes in the protocol) | actives 0.2% (n = 330,000); in the data active = inhibition above about 50%
JMJD2C inh = human JMJD2C demethylase inhibition; GST-JMJD2C(1-420) H3K9me3 demethylation, DELFIA europium; Q9H3R0; inhibition, % at 2.35 µM; actives 0.069% (n = 330,000);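 active = more than half of a compound's replicate wells show inhibition beyond 50%, single wells judged on their own value; inconclusive = some, but no more than half, of replicates pass 50% inhibition; inactive = no replicate passes 50% inhibition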;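 note: signal counts dimethyl H3K9 product captured on neutravidin plate; 0% = median of DMSO wells and 100% = 0.3 times that DMSO median; strong numbers were not always called active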
Target sequence (Q9H3R0 1-420 limits assumed): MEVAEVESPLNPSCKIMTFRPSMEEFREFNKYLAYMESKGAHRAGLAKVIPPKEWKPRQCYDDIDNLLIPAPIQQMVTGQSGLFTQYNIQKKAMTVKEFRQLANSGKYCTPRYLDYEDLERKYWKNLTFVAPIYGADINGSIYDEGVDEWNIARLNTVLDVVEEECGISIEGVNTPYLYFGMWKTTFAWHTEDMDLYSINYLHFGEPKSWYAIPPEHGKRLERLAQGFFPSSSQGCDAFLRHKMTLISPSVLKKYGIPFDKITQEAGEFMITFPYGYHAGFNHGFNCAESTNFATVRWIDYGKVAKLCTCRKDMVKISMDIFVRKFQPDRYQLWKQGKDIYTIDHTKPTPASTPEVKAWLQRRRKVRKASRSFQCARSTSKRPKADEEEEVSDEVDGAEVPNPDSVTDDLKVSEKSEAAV
PP5 primary = inhibitors of human protein phosphatase 5 (PP5); P53041; purified PP5c, OMFP substrate fluorescence; inhibition, % at 6.7 µM; actives 0.18% (n = 320,000); AID 1987;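 active = inhibition above the campaign's mean inhibition across all tested compounds plus 3 SD, cut at about 9.5% in these data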;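 note: 0% = DMSO only and 100% = 100 µM cantharidin control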
procasp7 counter = activates human procaspase-7, counter-screen for procaspase-3 activators; recombinant procaspase-7, Ac-DEVD-pNA absorbance 405 nm; D23A/D198A/D206A triple mutant, cannot self-cleave; scale: DMSO 0, 5 µM enzyme 100; activation, % at 8.5 µM; actives 0.093% (n = 330,000); AID 463210;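 active = percent activation above the screen-wide mean plus 3 SD, cut at about 25% in these data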
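Detection: p-Nitroaniline absorbance at 405 nm, read at 0 and 120 min; system: Uncleavable procaspase-7 mutant enzyme; evaluation: % activation from two-timepoint absorbance difference, scaled to controls; times: 1 h enzyme–compound preincubation and 2 h substrate reaction, both 25 °C; buffer or medium: Zinc-free HEPES pH 7.4 with 300 mM NaCl, 0.01% Triton X-100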
The depositor's hits bear a star; ? = inconclusive; · = not tested or not shown; & = joins results of further samples.

SMILES	core dimer inh	proCasp3 act	PP1 inh	GRK2 aptamer HTS	Fh CTSL1 inh	VLA-4 inh	JMJD2C inh	PP5 primary	procasp7 counter
COc1cc(Cl)c(S(=O)(=O)NCc2ccccn2)cc1Cl	0	3	3	3	0	-9	-1	0.7	16
Cn1c(Cn2c(=O)sc3ccccc32)nnc1SCC(=O)NCc1ccco1	3	-16	-3	9	10	4	9	-1.2	-9
Cc1ccc(S(=O)(=O)N2CCCC2C(=O)OCC(=O)Nc2ccc3c(c2)OCO3)cc1 (stereo not given)	9	8	2	1	-14	5	52&4	-0.2	0
CC(C)C(=O)c1cc2c(cc1NC(=O)c1ccccc1)OCCO2	2	-1	-1	2	-2	18	5	5.5	3
COC(=O)c1cc(C(=O)c2ccccc2)n2c(=O)/c(=C\N(C)C)sc12	4	-4	1	0	2	4	4	0.7	2
CC(COS(N)(=O)=O)Cc1ccc(C(F)(F)F)cc1 (stereo not given)	-11	4	4	1	-1	-8	·	4.2	0
O=C(NCC1CCCN(Cc2ccccc2F)C1)c1cccc(C(F)(F)F)c1 (stereo not given)	-6	3	2	0	0	-6	31	2.8	-2
O=C(CSc1nc2ccccc2c(=O)n1-c1ccccc1)N1CCC1	-1	-3	-2	2	-3	4	1	-2.2	8
CCOC(=O)c1sc(=S)n(-c2ccc(OC)cc2)c1C	0	-2	-4	0	-4	-4	7	0.5	-3
O=C(O)/C=C\C(=O)Nc1ccccc1N1CCN(c2ccccc2)CC1	22	2	-1	0	-2	-9	-19	2.2	9
CCC(NS(=O)(=O)c1cccs1)c1ccc(C)cc1 (stereo not given)	·	11	-3	0	·	-11	36	1.9	6
Cc1cc(SCC(=O)Nc2cccc(S(=O)(=O)N3CCOCC3)c2)nc2ccccc12	10	0	2	6	1	-7	14	1.9	4
CCOC(=O)N1CCC(NC(=O)c2cc3c(-c4cccc(OC)c4)nn(C)c3s2)CC1	3	4	1	6	3	-12	1	2.8	5
CCOC(=O)Cn1c2ccc(C)cc2c2nc(C)sc21	-1	-4	-4	2	-1	3	10	3.7	1
CCOC(=O)[C@H]1[C@H]2COc3ccc(Br)cc3[C@@H]2N2C(=O)N(c3ccc(F)cc3)C(=O)[C@@]12C	·	6	·	1	·	19	-5	·	5
Cc1cc(C)n(-c2ccc(NC(=O)C3CCCCN3C(=O)c3cc(C)oc3C)cc2)n1 (stereo not given)	-5	-1	1	2	-5	28	3	2.0	-1
c1cncc(-c2noc(-c3ccco3)n2)c1	0	10	-4	2	-4	-2	-4	1.0	1
CCCc1cc(=O)[nH]c(SCC(=O)N(C)C2CCS(=O)(=O)C2)n1 (stereo not given)	-5	3	0	2	-1	15	2	2.7	6
O=C(CSc1ccccn1)Nc1cccc(S(=O)(=O)N2CCCC2)c1	·	11	1	1	·	-19	5	0.6	-7
CC(=O)c1cc(C#N)c(SCCC(C)C)nc1C	5	-3	-2	0	4	3	-104	1.1	-6
COCCCNC(=O)CNC(=O)c1nn(-c2ccc(OC)cc2OC)c(=O)c2ccccc12	-4	1	1	4	-2	-8	1	2.2	1
Cn1cc(C(=O)N/N=C/c2cccc([N+](=O)[O-])c2)c2ccccc21	-3	-3	0	0	0	-7	2	1.5	8
CCN1CCN(CC(O)COCCOc2ccc(Br)cc2)CC1 (stereo not given)	-7	-1	-1	3	7	-2	12	-0.3	4
CC1CCN(C(=O)COC(=O)c2cc(Cl)c3c(c2)OCO3)CC1	·	-9	-1	0	·	0	-5	5.8	2

An excerpt from above in order of SMILES length, highest first.
SMILES	core dimer inh	proCasp3 act	PP1 inh	GRK2 aptamer HTS	Fh CTSL1 inh	VLA-4 inh	JMJD2C inh	PP5 primary	procasp7 counter
Cc1cc(C)n(-c2ccc(NC(=O)C3CCCCN3C(=O)c3cc(C)oc3C)cc2)n1 (stereo not given)	-5	-1	1	2	-5	28	3	2.0	-1
Cn1cc(C(=O)N/N=C/c2cccc([N+](=O)[O-])c2)c2ccccc21	-3	-3	0	0	0	-7	2	1.5	8
CC1CCN(C(=O)COC(=O)c2cc(Cl)c3c(c2)OCO3)CC1	·	-9	-1	0	·	0	-5	5.8	2
CCOC(=O)Cn1c2ccc(C)cc2c2nc(C)sc21	-1	-4	-4	2	-1	3	10	3.7	1

Carrying on:
SMILES	core dimer inh	proCasp3 act	PP1 inh	GRK2 aptamer HTS	Fh CTSL1 inh	VLA-4 inh	JMJD2C inh	PP5 primary	procasp7 counter
O=C1CN(C(=O)COC(=O)c2ccco2)c2ccccc2N1	·	1	1	3	·	36	-4	-2.3	9
CN(C)C(CNC(=O)c1c(F)cccc1Cl)c1ccco1 (stereo not given)	4	-5	-1	0	3	10	-17	-1.3	-7
CC1=C(C(=O)OCc2ccccc2)C(c2cccc([N+](=O)[O-])c2)NC(=O)N1 (stereo not given)	7	2	4	2	3	2	-34	3.4	5
O=S(=O)(c1ccccc1)N(CC(O)COc1ccccc1)c1ccccc1 (stereo not given)	1	2	-1	0	6	-3	16	-3.5	9
CC(C)c1nc2n[nH]c(N)c2c2c1CCC2	2	1	-6	5	0	7	5	2.8	2
CC(=O)Nc1ccc(NS(=O)(=O)c2ccc(OC(C)C(=O)N3CCOCC3)cc2)cc1 (stereo not given)	4	-1	-14	0	-4	3	-16	-1.3	3
COc1cccc2cc(C(=O)Nc3ccccc3Cl)/c(=N/NS(=O)(=O)c3ccccc3)oc12	1	-4	1	4	1	3	1	-0.6	5
O=C(NCc1ccccc1)[C@H]1C[C@@H]1[C@H](NP(=O)(c1ccccc1)c1ccccc1)c1ccccc1	10	-4	-3	0	10	-2	31	2.2	1
O=C(Nc1ccnc(-c2cccnc2)n1)c1ccc(Cl)cc1	-1	-2	-2	1	-2	1	4	0.4	4
COc1ccc(NC(=O)Cc2c(Sc3ccccc3)c3ccccc3n2C)cc1	-4	0	4	2	2	10	-22	-2.4	8
COc1cccc(OCCNC(=O)c2ccc(C)cc2)c1	-1	5	-3	1	-1	15	-1	-1.2	5
CCN1C(=S)N[C@@H](c2ccccc2)C(C(=O)OC)=C1C	-1	9	-2	0	4	-4	-13	0.7	-2
N/C(=N\S(=O)(=O)c1cc(C(F)(F)F)cc(C(F)(F)F)c1)c1ccc(Cl)cc1	-4	3	5	0	8	-1	2	8.5	7
COCC(=O)Nc1nc(-c2ccc([N+](=O)[O-])cc2)cs1	0	1	-1	1	4	0	-18	-2.9	-8
COc1ccc(N2CCN(C(=O)CCc3c[nH]c4ccccc34)CC2)cc1	5	0	-5	0	1	13	-35	1.5	-4
COc1ccc(-c2csc(N3CCSCC3)n2)cc1	-7	-4	-1	1	2	-11	14	-1.4	-8
COc1cc(Nc2nc(SCC#N)nc3ccccc23)cc(OC)c1OC	-3	1	3	4	-3	-12	-15	2.0	6
Cc1noc(C)c1S(=O)(=O)Nc1ccc(C(=O)Nc2ccc(OC(F)(F)F)cc2)cc1	7	-4	0	2	7	7	9	5.9	3
CC(=O)N/N=C(\C)c1ccc(Br)cc1Br	0	-4	-1	2	0	-4	-4	-3.5	0
CC(=O)N1CCN(Cc2nc3cc(NC(=O)Nc4ccccc4)ccc3n2C)CC1	1	4	1	0	11	13	7	-4.7	4
Cc1ccccc1CN1CCN(CC(=O)NCc2ccccn2)C1=O	9	6	-3	51*	-2	0	2	1.3	-5
Cc1cc(C)cc(C(=O)NCC(=O)NNC(=O)CSc2ccccc2F)c1	·	5	1	2	·	-7	11	-1.3	7
Cn1cnnc1SC1CCCCC1NS(=O)(=O)c1ccccc1 (stereo not given)	-4	-9	1	1	4	0	6	2.4	-5
Cc1ccc(OCC(=O)NCCCNC(=O)c2ccccn2)cc1	-3	-6	3	1	-9	-9	?	-3.8	-1
COC(=O)c1ccc2c(c1O)C(=O)c1ccccc1C2=O	-4	-6	-6	0	26*	-4	1	1.9	-8
Cc1c(CCO)c(=O)[nH]n1S(=O)(=O)c1ccc([N+](=O)[O-])cc1	4	5	-1	21	-1	0	8	0.0	5
COc1ccccc1CNC(=O)C(C)n1nc(C)c2c(C)n(-c3ccccc3)nc2c1=O (stereo not given)	11	2	-4	1	-2	-4	-1	-2.2	10
CCONC(=O)Nc1ccccc1[N+](=O)[O-]	-2	14	0	0	4	-3	9	-0.2	4
CC(=O)c1ccc(OCC(=O)N(C2CCCCC2)C2CCS(=O)(=O)C2)cc1 (stereo not given)	-1	8	-4	1	-1	-8	0	-1.7	-1
CCC(C)(C)n1nnnc1C(c1ccc(OC)c(OC)c1)N1CCN(c2ccccc2)CC1 (stereo not given)	7	7	-3	0	2	16	-6&-9	-1.9	-5
CC(C)(C)c1cc(OC(=O)C2CCCC2)ccc1O	-2	1	5	0	2	0	3	4.5	3
Cc1sc(NC(=O)Nc2ccccc2)c(C(N)=O)c1C	3	-12	-7	1	0	16	1	-0.2	-22
[O-][n+]1c2c(nn1-c1ccc(Cl)c(Cl)c1)-c1nonc1CC2	0	-1	-4	1	1	8	1	-1.9	-3
CC(C)n1c(SCC(=O)N2CCN(C(=O)c3ccco3)CC2)nc2c1c(=O)n(C)c(=O)n2C	2	12	-1	3	1	3	-4	0.2	0
COc1ccc(-n2c(-c3ccco3)nc3c(cnn3-c3ccc(C)cc3)c2=O)cc1	11	-2	1	0	2	9	-6	2.1	3
CC(Oc1ccc(C(=O)c2ccccc2)cc1)C(=O)N1CCOCC1 (stereo not given)	-2	-12	-5	1	5	6	2	0.9	2
C/C(=N\NC(=O)c1cc(C(C)C)[nH]n1)c1ccco1	-3	-1	1	2	-4	1	1	-0.2	-5
Cc1oc(-c2ccccc2F)nc1CS(=O)(=O)CC(=O)N1CCN(c2ccccc2)CC1	7	-4	-6	0	-2	5	5	-0.2	0
CC(C)N1CCC(N2CCN(Cc3cccnc3)CC2CCO)CC1 (stereo not given)	-2	-7	-6	0	2	1	4	-0.9	6
CCCCNC(=O)C(=O)NC(C)CCc1ccccc1 (stereo not given)	-5	5	1	3	1	43	6	0.6	6
CCCCCN(C(=O)CCC(=O)OCC(=O)N(CC#N)c1ccccc1)c1c(N)n(CCCC)c(=O)[nH]c1=O	-2	-6	-4	0	5	11	1	-2.0	1
C=CCNC(=O)Cn1nnc(-c2ccc(-c3ccc(OC)cc3)cc2)n1	-3	-10	1	0	-4	-1	-3	2.1	2
CN1C(=O)NC(c2ccccc2)C2=C1CN(Cc1ccccc1)C2=O (stereo not given)	-1	-2	7	5	0	11	-10	-7.0	5
N#Cc1ccc(C(=O)Nc2ccc(S(=O)(=O)NC3=NCCCCC3)cc2)cc1	10	-5	-3	4	-5	6	1	3.2	-9
CCOC(=O)CC(=O)CSc1nc2ccc(C)cc2cc1C#N	-15	-20	4	2	-3	-45	-2	-0.6	-38
